Source: PubChem (National Center for Advancing Translational Sciences (NCATS))
GLP-1R agonist: agonists of human GLP-1 receptor | 0.007% of 380,000 active | AID 624172 | HEK293 GLP-1R CRE-luciferase, luminescence, 4-6 h; cells express a hypersensitive GLP-1R form | P43220 | Potency, µM (titrated, usually from 45.6 µM), inactives show top-dose activation, usual class: activators; note: potency is the fitted concentration of half-maximal effect; % of control where 0% means no effect
IL-2 act: activators of IL-2; activation, % (series mostly up to about 46 µM); IL-2 activation reporter assay, cell-based qHTS; stimulated with anti-CD3/CD4/CD28 beads; in transgenic mouse T cells; 0.065% of 360,000 active; in the data active = activation above about 50%; inconclusive = mostly about 30% to 49%; note: 0% is about no effect
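Unstimulated transgenic mouse T cells, 750 per well, received compound and, after 60 minutes, anti-CD3/anti-CD4 bead plus anti-CD28 stimulation. EGFP and DsRed were quantified after 18 hours.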
HEK293 tox: cytotoxicity counter-screen for GLP-1 receptor inverse agonists. HEK293 cAMP-luciferase reporter cells, luminescence, 24 h. Potency, µM (top dose mostly 38.3 µM), without a hit: at the top dose activity change, negative = inhibition, usual class: inhibitors. 0.13% of 410,000 active. AID 624418;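 note: loss of luciferase light is scored as toxicity; potency is the fitted concentration of half-maximal effect; % is set by controls: 0 for no effect and ±100 for the full control effect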
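Cells in DMEM/10% Nu serum/1% pen-strep, 1536-well format. Pre-incubated 12 h, dosed with 23 nL compound, incubated a further 24 h. Luciferase detection, 12 min at room temp, luminescence.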
DRD3 agonist: D3 dopamine receptor (human) agonism; P35462; D3R DiscoveRx beta-arrestin cells, luminescence, 90 min; max activation, %; 0.58% of 410,000 active; in the data active = max activation above about 30%; note: 0% is about no effect; mostly tested at two doses, the higher about 12 µM
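Cells at 1500/well, incubated overnight, then treated with pinned compounds (dopamine as control) for 90 min at 37 degrees C. DiscoveRx reagent added for 30 - 60 minutes at room temperature; luminescence read.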
PLK1 PBD inh: PLK1 (human) polo-box domain binding inhibition | 2.8% of 360,000 active | Plk1 PBD binding of FITC phosphopeptide, fluorescence polarization | P53350 | Potency, µM, for inactives: max response, negative = inhibition, usual class: inhibitors; note: potency is the fitted concentration of half-maximal effect; series mostly up to about 57 µM; % is set by controls: 0 for no effect and ±100 for the full control effect; nearly all actives have a fitted effect of over 65% in size
GLP1R inv ag: acts as inverse agonist at human GLP-1 receptor | P43220 | HEK293 GLP-1R CRE-luciferase, luminescence, 24 h; GLP-1R form is constitutively active | Potency, µM (highest dose often 38.3 µM), for inactives: at the highest dose activity change, negative = inhibition, most hits filed as inhibitors | 1.6% of 410,000 active; note: potency is the fitted concentration of half-maximal effect; % is set by controls: 0 for no effect and ±100 for the full control effect; nearly all actives have a fitted effect of over 55% in size
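Inverse agonists were sought by their lowering of basal cAMP reporter luciferase output in HEK293 cells stably carrying constitutively active human GLP-1R, after 24 h compound treatment.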
PI5P4Ka inh: PI5P4K alpha (human) kinase inhibition; P48426; PI5P4Kalpha enzyme, ADP-Glo luminescence, 60 min; active compounds read low; max response, %; 1.2% of 330,000 active; AID 652105; active = max response of -50% or lower; inconclusive = between -30% and -50%; inactive = -30% or higher; note: value at the top dose of about 77 µM; % is set by controls: 0 for no effect and ±100 for the full control effect
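ADP-Glo luminescence end-point read after a 60 min room-temperature kinase reaction of PI5P4Kalpha plus substrate, initiated with ATP at 5 microM final. Buffer: 0.038 M HEPES pH 7.4, EGTA, 0.1% CHAPS, 5% DMSO.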
WRN inhibitor: inhibitors of human WRN helicase; Q14191; WRN helicase unwinding, fluorescent forked duplex, kinetic; Potency, µM (series often up to 114 µM), inactives show top-dose activity change, negative = inhibition, usual class: inhibitors; 0.46% of 360,000 active; AID 651768; note: potency is the fitted concentration of half-maximal effect; % is set by controls: 0 for no effect and ±100 for the full control effect; nearly all actives have a fitted effect of over 55% in size
Target sequence (Q14191 whole entry, looked up): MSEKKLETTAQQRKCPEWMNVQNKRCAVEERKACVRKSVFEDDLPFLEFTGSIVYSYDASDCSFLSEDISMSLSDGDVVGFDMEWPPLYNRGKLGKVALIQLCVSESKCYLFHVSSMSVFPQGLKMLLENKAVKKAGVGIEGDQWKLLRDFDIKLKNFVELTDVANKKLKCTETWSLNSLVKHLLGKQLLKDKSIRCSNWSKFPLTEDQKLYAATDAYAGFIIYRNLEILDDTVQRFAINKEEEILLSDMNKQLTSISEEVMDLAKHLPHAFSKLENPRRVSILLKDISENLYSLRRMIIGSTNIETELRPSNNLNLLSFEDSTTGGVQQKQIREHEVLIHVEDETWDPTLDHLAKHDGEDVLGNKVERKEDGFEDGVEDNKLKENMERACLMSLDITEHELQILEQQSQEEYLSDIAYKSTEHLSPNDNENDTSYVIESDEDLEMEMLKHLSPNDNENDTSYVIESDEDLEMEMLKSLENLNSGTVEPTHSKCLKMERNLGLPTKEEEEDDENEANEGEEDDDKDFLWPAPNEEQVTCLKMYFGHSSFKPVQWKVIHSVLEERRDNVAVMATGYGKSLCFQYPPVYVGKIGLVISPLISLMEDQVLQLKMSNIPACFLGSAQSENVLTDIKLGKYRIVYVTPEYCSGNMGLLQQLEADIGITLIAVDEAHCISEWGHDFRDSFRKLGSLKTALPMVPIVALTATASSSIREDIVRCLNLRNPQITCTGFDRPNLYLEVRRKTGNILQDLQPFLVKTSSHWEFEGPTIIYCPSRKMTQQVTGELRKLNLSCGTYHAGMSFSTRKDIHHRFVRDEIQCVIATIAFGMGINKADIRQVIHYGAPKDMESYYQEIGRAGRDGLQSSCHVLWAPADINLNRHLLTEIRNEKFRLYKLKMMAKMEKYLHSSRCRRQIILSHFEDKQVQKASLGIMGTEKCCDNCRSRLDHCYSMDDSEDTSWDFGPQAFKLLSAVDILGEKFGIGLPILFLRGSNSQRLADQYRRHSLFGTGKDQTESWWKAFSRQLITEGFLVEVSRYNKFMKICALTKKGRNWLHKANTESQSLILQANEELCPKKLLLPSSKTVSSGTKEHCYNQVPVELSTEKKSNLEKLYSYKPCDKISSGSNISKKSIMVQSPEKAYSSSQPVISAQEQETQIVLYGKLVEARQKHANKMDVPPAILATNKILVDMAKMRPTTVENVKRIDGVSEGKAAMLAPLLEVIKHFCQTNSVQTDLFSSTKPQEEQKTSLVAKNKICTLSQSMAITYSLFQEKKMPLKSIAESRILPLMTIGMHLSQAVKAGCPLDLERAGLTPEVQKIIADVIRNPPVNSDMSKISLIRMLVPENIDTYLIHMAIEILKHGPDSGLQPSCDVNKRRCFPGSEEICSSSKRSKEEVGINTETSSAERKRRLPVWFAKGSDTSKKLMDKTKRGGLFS
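Kinetic fluorescence helicase assay: unwinding of a quenched forked DNA duplex (100 nM final) with 2 mM ATP final raises red fluorescence (525/598 nm). Compounds sat 15 min at room temperature with 20 nM WRN beforehand.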
D3 antag: antagonists of human D3 dopamine receptor; max response, negative = inhibition, %; 2.5% of 360,000 active; AID 652054; D3R cells, DiscoveRx beta-arrestin luminescence, antagonist mode; active compounds read low; in the data active = max response below about -50%; inconclusive = no clear call, values can overlap the other calls; note: % is set by controls: 0 for no effect and ±100 for the full control effect; mostly tested at two doses, the higher about 12 µM
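Cells expressing the human receptor were seeded at 1500 cells/well, incubated overnight at 37 degrees C in 5% CO2, then exposed to library compounds with dopamine controls for 90 minutes at 37 degrees C before luminescent detection.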
* marks the source's active call; other numbers are inactive results; ? = inconclusive; / = no result given; [ ] = dose if it differs, or a comment. Unless noted, calls come from the whole dose curve; as a rule, active = well fitted curve in the direction sought with a large enough effect; inconclusive = small, poorly fitted or top-dose-only effect, or another doubt; inactive = no such curve, though single readings can be large; an effect the other way counts as inactive or inconclusive.

SMILES	GLP-1R agonist	IL-2 act	HEK293 tox	DRD3 agonist	PLK1 PBD inh	GLP1R inv ag	PI5P4Ka inh	WRN inhibitor	D3 antag
O=C(NCCN1CCOCC1)c1cc(-c2cccc(O)c2)on1	6%	-2.0	4%	1	-4%	20%	-5	-29%	-18
CC(Oc1ccccc1)C(=O)NC1CCCCCCC1 (stereo unspecified)	2%	-3.3	3%	21	5%	?	1	4%	2
CCCn1c(SCC(=O)Nc2ccccc2Cl)n[nH]c1=O	10%	0.6	-4%	5	1%	2%	11	-5%	15
CC(C)COC(=O)C1C(=O)CC(C)(O)C(C(=O)OCC(C)C)C1c1cccnc1 (stereo unspecified)	-1%	-0.1	-18%	-2	-1%	-18%	14	1%	-8
CCC(=O)N(CCN1CCOCC1)Cc1cc2cc3c(cc2nc1Cl)OCO3	4%	-1.8	4%	-5	-9%	10%	1	11%	-14
O=c1cc(O)n(-c2ccc(Cl)cc2)c(=S)[nH]1	1%	0.2	-1%	-13	-21%	-1%	-21	-22%	7
O=C(CSc1nnc(-c2ccccc2)n1Cc1ccco1)NCc1ccc2c(c1)OCO2	24%	-0.3	6%	-1	-16%	?	-15	-18%	0
O=S(=O)(Nc1ccc(S(=O)(=O)N2CCOCC2)cc1)c1ccc(Br)cc1	4%	-0.8	8%	0	-5%	8%	8	-3%	-8
NC(=O)C1CCN(S(=O)(=O)c2cccc(S(=O)(=O)N3CCCCC3)c2)CC1	-10%	-1.5	-15%	1	-3%	-22%	0	8%	19
CCC(C)N1CNc2c(c(=O)[nH]c(=S)n2-c2cccc(C)c2)C1 (stereo unspecified)	5%	-1.7	4%	6	-27%	23%	-21	-4%	10
c1ccc2c(c1)Nc1nccnc1S2	0%	-0.3	8%	-2	15µM*	16%	?	?	1
O=C(OCC(=O)N1CCc2ccccc2C1)c1cc(=O)[nH]c2ccccc12	14%	-0.3	1%	3	-5%	12%	-2	1%	-5

Entries of single compounds, quoted from the list. Screens in order: GLP-1R agonist, IL-2 act, HEK293 tox, DRD3 agonist, PLK1 PBD inh, GLP1R inv ag, PI5P4Ka inh, WRN inhibitor, D3 antag
Record of O=c1cc(O)n(-c2ccc(Cl)cc2)c(=S)[nH]1 : 1%, 0.2, -1%, -13, -21%, -1%, -21, -22%, 7
Record of CCC(=O)N(CCN1CCOCC1)Cc1cc2cc3c(cc2nc1Cl)OCO3 : 4%, -1.8, 4%, -5, -9%, 10%, 1, 11%, -14
Record of CCCn1c(SCC(=O)Nc2ccccc2Cl)n[nH]c1=O : 10%, 0.6, -4%, 5, 1%, 2%, 11, -5%, 15
Record of CC(Oc1ccccc1)C(=O)NC1CCCCCCC1 (stereo unspecified) : 2%, -3.3, 3%, 21, 5%, ?, 1, 4%, 2

Additional records:
SMILES	GLP-1R agonist	IL-2 act	HEK293 tox	DRD3 agonist	PLK1 PBD inh	GLP1R inv ag	PI5P4Ka inh	WRN inhibitor	D3 antag
Cn1c(=O)cc(OCCCC(=O)NCc2ccc(F)cc2Cl)c2ccccc21	4%	-1.4	11%	-16	-9%	4%	-4	-3%	-9
O=C(NCCc1c[nH]c2ccccc12)c1cnc2sccn2c1=O	-2%	-1.6	0%	8	-2%	29%	-2	0%	20
O=C1Nc2ccccc2C1(O)c1ccccc1 (stereo unspecified)	-3%	0.9	1%	-3	-11%	-2%	-14	-4%	0
O=C(O)C(Cc1ccccc1)n1cccc1 (stereo unspecified)	-14%	-1.0	-1%	3	?	2%	-9	-6%	11
CC(=O)c1cccc(NC(=O)NNC(=O)c2ccc(-c3ccccc3)cc2)c1	-35%[inhibitor]	-2.7	4%	0	-7%	9%	-3	-34%	-17
Cc1ccnc(SCC(=O)c2ccc(Br)cc2)c1C#N	3%	-0.6	108%[activator]	-5	-12%	30%	0	-15%	?
Cc1cccc(OCC(=O)Nc2ccc(C(=O)Nc3ccccc3C(=O)O)cc2)c1	3%	-1.8	-6%	3	-9%	-3%	-52*	-1%	63
CCC(C(=O)Nc1ccc2c(c1)OCCO2)c1ccccc1 (stereo unspecified)	3%	-2.5	3%	-11	-11%	?	-2	-2%	-13
COC(=O)C1(C#N)C(c2ccccc2)C1(C(=O)OC)C(=O)OC (stereo unspecified)	0%	-0.5	-7%	5	-2%	1%	-4	-2%	13
C=CC[C@@H](CC(=O)OC(C)(C)C)C(=O)OC[C@@H]1CCCN1C(=O)[C@H](CC=C)CC(=O)NCCO	-2%	0.0	1%	3	-8%	3%	9	-4%	-6
Cc1cc(C)nc(Nc2cccc(Cl)c2)n1	17%	-0.8	2%	1	-5%	-29%	16	3%	-6
O=C(N/N=C/c1ccc[nH]1)c1ccccc1[N+](=O)[O-]	-4%	0.0	-2%	3	3%	4%	-13	6%	-4
COc1ccc(C(=O)n2cc(C(=O)c3cc(C)ccc3O)cn2)cc1	-18%	0.9	6%	-8	-2%	-5%	12	-22%	1
C/C(=N/NC(=O)CNC(=O)c1ccccn1)c1ccccc1	4%	-0.7	-18%	0	?	-10%	-4	6%	14
CCCNC(=O)c1ccc(C2SCC(=O)N2CCc2ccccc2)cc1 (stereo unspecified)	18%	-0.4	13%[1.53 µM]	5	-15%	-25%	3	-33%[57.1 µM]	9
COC(=O)[C@]1(Cc2ccccc2)N[C@H](CN(C)S(=O)(=O)c2ccc(F)cc2)[C@@H]2C(=O)N(C)C(=O)[C@@H]21	-3%	-0.5	7%	15	-6%	6%	-3	-2%	28
C[C@H](CO)N1C[C@H](C)[C@@H](CN(C)S(=O)(=O)c2ccccc2)Oc2c(NC(=O)Nc3ccc4c(c3)OCO4)cccc2C1=O	0%	0.8	-6%	7	-4%	0%	-2	-8%	20
O=C(COc1ncnc2c(Cl)cc(Cl)cc12)N1CCN(S(=O)(=O)c2ccccc2)CC1	-8%	-0.7	-1%	6	-16%	10%	-3	8%	13
COc1ccc(Cl)cc1C(=O)NCCN1CCOCC1	4%	1.2	3%	-1	0%	19%	-5	6%	0
CC(C)(C)OC(=O)N1CCC(c2nnc(SCc3ccccc3)o2)CC1	-3%	/	2%	-7	/	-33%	/	/	/
CCc1cccc2c(C(=O)COC(=O)/C=C/c3ccc(O)c(OC)c3)c[nH]c12	-50%[inhibitor]	0.0	-28%	-12	-5%	?	-21	-18%	-10
O=C(CN1C2=NCCN2c2ccccc21)c1ccc(Br)s1	6%	0.0	-19%	-17	-13%	?	2	2%	?
CC(=O)Nc1cccc(NS(=O)(=O)c2cc3c4c(c2)CCN4C(=O)CC3)c1	-6%	-1.9	11%	-1	4%	17%	-12	2%	-4
O=C(NCc1ccco1)/C(=C\c1cccnc1)NC(=O)c1ccccc1F	-8%	-3.8	-15%	5	-1%	0%	-3	-1%	16
O=C1CC2(CCCC2)Oc2ccc(F)cc21	-4%	-0.3	8%	-23	3%	27%	-7	13%	-12
C/C(=N/NC(=O)c1cc(Cl)ccc1O)C12CC3CC(CC(C3)C1)C2	0%	0.3	2%	8	-3%	11%	3	-7%	-17
COCCNC(=O)c1c(N)n(CCC2=CCCCC2)c2nc3ccccc3nc12	-2%	-0.4	/	5	-7%	?	6	-20%	4
Cn1c2c(c(=O)n(C)c1=O)C(CC(=O)Nc1ccc(F)cc1)C(=O)N2 (stereo unspecified)	6%	1.2	-1%	3	5%	-2%	10	-3%[11.6 µM]	10
Cc1ccc2cccc(S(=O)(=O)n3nc(C)cc3C)c2n1	-2%	0.1	10%	8	-2%	2%	/	-1%	-12
CCN1CCC(=NNC(=O)c2ccc(C)c([N+](=O)[O-])c2)CC1	0%	-1.5	-23%	1	-13%	-18%	-3	7%	-30
CNC(=O)COc1coc(CN2CCN(c3ccc(OC)cc3)CC2)cc1=O	-2%	-0.3	-5%	-6	-3%	-16%	-1	2%	2
COc1ccccc1OCCSc1nc2ccc([N+](=O)[O-])cc2s1	16%	0.0	7%	3	-16%	?	10	-28%	14
C/C=C/C(=O)OCC(=O)Nc1cc(-c2cc(C)c(C)cc2C)nn1-c1ccccc1	-2%	1.1	-8%	12	2%	?	2	-11%	2
N=c1oc2ccc3ccccc3c2cc1-c1nc(-c2ccccc2)cs1	4%	0.0	0%	5	?	13%	-3	7%	6
CC(CO)(CO)NC(=O)c1ccc(=O)[nH]n1	-1%	1.3	3%	6	9%	9%	0	-6%	1
CN(C)CCNC(=O)c1onc(CSc2ccc(F)c(F)c2)c1C(=O)NCCN(C)C	-4%	0.0	-2%	8	-1%	?	3	0%	-6
O=C1CCc2cc(NS(=O)(=O)c3ccc(Br)cc3)cc3c2N1CC3	26%	0.9	-1%	2	2%	35%[activator]	-3	-5%	4
CCOc1ccc(Nc2cc3n(c(=O)n2)CCc2cc(OC)c(OC)cc2-3)cc1	?	-6.4	?	-1	-10%	31%[activator]	-24	?	5
CCOc1ccccc1-n1c(SCC(=O)Nc2ccc(CC)cc2)nc2n[nH]c(C)c2c1=N	2%	0.1	3%	9	1%	0%	-4	-5%	0
Cn1nnnc1SCC(=O)NCc1cccs1	-5%	0.0	-2%	1	-4%	0%	/	2%	-7
CCCNC(=O)C1(C)CCCN(C(=O)C(c2ccccc2)c2ccccc2)C1 (stereo unspecified)	-1%	-0.6	2%	9	-8%	-23%	-3	6%	22
Cc1ccc(S(=O)(=O)C(CCC(=O)N2CCOCC2)S(=O)(=O)c2ccc(C)cc2)cc1	-3%	-0.9	5%	-1	-9%	14%	-1	-1%	-12
O=C(O)CCC(=O)NN1C(=O)c2ccccc2NC1c1ccco1 (stereo unspecified)	0%	2.9	?	5	-20%	6%	1	1%	6
O=C(NNC(=O)c1ccc(F)cc1F)c1ccc2c(c1)OCO2	6%	-0.1	8%	4	-15%	14%	-8	-9%	5
COc1ccc(N2CC(C(=O)NCCc3ccc(Cl)cc3)CC2=O)cc1 (stereo unspecified)	1%	-0.7	15%	15	-7%	-17%	-1	4%	-25
CSCCC(C)N1CCC(Oc2ccc(C(=O)NCc3ccccn3)cc2)CC1 (stereo unspecified)	-3%	-1.0	5%	-5	9%	9%	-4	11%	51
O=C(OC1CCOC1=O)c1ccc(Cl)c(S(=O)(=O)N2CCCCC2)c1 (stereo unspecified)	2%	-2.6	-8%	8	2%	12%	-5	-1%[57.1 µM]	0
